hcDAF-12 act: H. contortus DAF-12 activation, primary screen. HEK293 hcDAF-12 lit1-tk-luc reporter, luminescence; 0% DMSO, 100% Δ7-dafachronic acid. activation, % at 6.8 µM. hit rate 1.4% among 370,000;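 active means activation above the mean of all tested compounds plus 3 SD, cut at about 5.5% in these data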;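 further: 100% = response to 3 µM Δ7-dafachronic acid high control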
hgDAF12 agonist: activates the H. glycines DAF-12 receptor ligand-binding domain. HEK293 GAL4-hgDAF12 UAS-luciferase reporter, agonist luminescence; normalized to butyrate control. activation, % at 6.8 µM. hit rate 1.8% among 370,000. AID 687014;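 active means activation above a cutoff set at the mean of all screened compounds plus 3 SD, cut at about 10% in these data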;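 further: 0% = DMSO wells and 100% = sodium butyrate wells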
GC-B act: GC-B (human) receptor activation | hit rate 0.11% among 370,000 | P20594 | activation, % at 10 µM | HEK293-GC-B cells, CNP EC30, cGMP TR-FRET; 0% at EC30 CNP, 100% saturating CNP | AID 1920062;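 active means activation at 10 µM reaching about 35% in either raw or pattern-adjusted values, limit read from the data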
GAA850 FXN act: activators of GAA850 frataxin (FXN) promoter | HEK293 lucGAA850 FXN promoter luciferase reporter, 24 h; percent of 10 µM SAHA response | activation, % at 6 µM | hit rate 0.56% among 360,000 | AID 540364;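 active means activation above the average of all compounds screened plus 3 SD, cutoff fixed separately per campaign, cut at about 7.5% in these data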;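 further: 0% = DMSO wells and 100% = 10 µM SAHA wells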
SMARCA2 activ: SMARCA2 function activation, primary screen. MG213 cells, MMTV-luciferase reporter, dexamethasone, overnight. activation, % at 9.1 µM. hit rate 1% among 370,000. AID 652017; in the data active means activation above about 7.8%;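 further: 0% = vehicle wells and 100% = reference activator wells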
ssDAF12 agonist: activates DAF-12 receptor from parasite S. stercoralis. HEK293 ssDAF-12/GRIP1 lit1-tk-luc reporter, luminescence; % of 3 µM dafachronic acid response. activation, % at 6.8 µM. hit rate 1% among 370,000. AID 652126;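 active means activation above the mean over all tested compounds plus 3 SD, cut at about 0.9% in these data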;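 further: 0% = DMSO-only wells and 100% = 3 µM delta7-dafachronic acid wells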
DAX1 inh-1: blocks DAX1 repression of SF-1 activated StAR promoter. HEK293T StAR-luciferase reporter, SF-1/DAX-1 repression relief. inhibition, % at 6.8 µM. hit rate 1.1% among 370,000. AID 652010;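 active means inhibition above the mean over all tested compounds plus 3 SD, cut at about 3.6% in these data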;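 further: 0% = DAX-1 cells with DMSO and 100% = cells lacking DAX-1 with DMSO; higher inhibition means more luminescence from relief of DAX-1 repression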
GC-A act: GC-A (human) enzyme activation; hit rate 0.14% among 370,000; HEK293 GC-A cells, cGMP TR-FRET, EC30 ANP; 0% at EC30 ANP, 100% saturating ANP; activation, % at 10 µM; P16066; AID 1671463; in the data active means activation above about 40%
proKLK7 act: activates the human kallikrein-7 zymogen; P49862; purified proKLK7, EDANS-DABCYL substrate fluorescence; 100% is mature enzyme control, 0% vehicle; activation, % at 7 µM; hit rate 0.9% among 370,000; AID 652039;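 active means activation above the mean of all tested compounds plus 3 SD, computed per campaign excluding outliers beyond control limits, cut at about 13% in these data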
Target sequence (P49862 whole entry, looked up): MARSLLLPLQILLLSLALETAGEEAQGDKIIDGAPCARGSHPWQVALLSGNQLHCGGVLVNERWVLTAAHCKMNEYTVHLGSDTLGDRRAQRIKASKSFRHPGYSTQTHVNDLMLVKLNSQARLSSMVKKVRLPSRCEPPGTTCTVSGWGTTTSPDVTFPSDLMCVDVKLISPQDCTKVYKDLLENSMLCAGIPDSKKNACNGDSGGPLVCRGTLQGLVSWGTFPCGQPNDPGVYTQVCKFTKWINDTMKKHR
DAX1 inh-2: inhibitors of human orphan nuclear receptor DAX1 (NR0B1); inhibition, % at 6.75 µM; hit rate 0.99% among 340,000; AID 504766; HEK293 Gal4-DAX1 luciferase reporter, luminescence;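 active means inhibition above the mean over all tested compounds plus 3 SD, cut at about 4.2% in these data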;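 further: 0% = DAX1-transfected cells with DMSO and 100% = empty-vector control cells with DMSO; inhibition shows as a rise in luminescence from relieved DAX1 repression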
Target sequence (P51843 207-470 limits assumed): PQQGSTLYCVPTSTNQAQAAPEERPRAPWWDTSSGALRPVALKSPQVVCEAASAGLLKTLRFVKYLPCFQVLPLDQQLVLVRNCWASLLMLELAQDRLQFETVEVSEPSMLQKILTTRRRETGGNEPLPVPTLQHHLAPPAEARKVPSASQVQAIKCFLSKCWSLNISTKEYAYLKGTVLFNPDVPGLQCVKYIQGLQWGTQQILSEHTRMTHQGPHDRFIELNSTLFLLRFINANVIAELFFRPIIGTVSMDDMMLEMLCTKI
sPLA2-III inh: Blocks human group III sPLA2 activity. Q9NZ20. hit rate 0.56% among 370,000. inhibition, % at 12.2 µM. QFRET BODIPY PC-A2 liposome hydrolysis, fluorescence;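 active means inhibition above mean plus 3 SD of compounds lying within the high and low control bounds, cut at about 19% in these data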;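 further: 0% = median of test compound wells and 100% = no enzyme DMSO wells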
Target sequence (Q9NZ20 whole entry, looked up): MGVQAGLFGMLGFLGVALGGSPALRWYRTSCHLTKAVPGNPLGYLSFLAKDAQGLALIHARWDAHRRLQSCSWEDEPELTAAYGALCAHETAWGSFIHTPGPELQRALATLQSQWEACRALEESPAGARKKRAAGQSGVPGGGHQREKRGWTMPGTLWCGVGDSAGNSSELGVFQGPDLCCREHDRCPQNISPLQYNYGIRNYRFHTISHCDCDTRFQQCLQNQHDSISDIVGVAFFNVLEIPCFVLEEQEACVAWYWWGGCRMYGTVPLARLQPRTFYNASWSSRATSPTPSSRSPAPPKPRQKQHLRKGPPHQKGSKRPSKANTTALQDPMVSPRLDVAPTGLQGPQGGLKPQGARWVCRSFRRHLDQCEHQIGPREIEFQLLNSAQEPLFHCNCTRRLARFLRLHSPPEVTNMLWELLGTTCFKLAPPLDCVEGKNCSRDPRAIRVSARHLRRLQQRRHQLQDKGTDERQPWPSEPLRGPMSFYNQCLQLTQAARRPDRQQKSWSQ
The depositor's hits bear a star; . = no result given.

The line under a structure holds: hcDAF-12 act	hgDAF12 agonist	GC-B act	GAA850 FXN act	SMARCA2 activ	ssDAF12 agonist	DAX1 inh-1	GC-A act	proKLK7 act	DAX1 inh-2	sPLA2-III inh
O=C(Cn1nc2n(c1=O)-c1ccccc1SC2)N/N=C/c1ccncc1
 : 3.9	0.9	1.0	0.9	3.7	0.9	1.9	0.7	-0.4	0.8	11.1
N#CCSc1nccc(-c2cc(Cl)sc2Cl)n1
 : -0.2	-2.2	4.4	3.7	1.6	-1.2	0.3	2.0	0.3	-0.7	4.3
CCN(CC)CCNC(=O)CCn1nc(-c2ccc(Cl)cc2)ccc1=O
 : -0.1	0.9	4.9	1.7	-0.1	-1.6	0.1	-5.0	-0.1	-0.1	-2.5
CCC(C)NC(=O)C(CCSC)NC(=O)c1ccccc1 (configuration not stated)
 : 0.6	1.0	-0.8	-0.3	0.0	-1.2	0.3	0.8	0.3	0.7	5.0
Cc1ccc(C(C)C)c(OCC(=O)NNC(=O)Cc2ccc(S(=O)(=O)N3CCOCC3)s2)c1
 : -0.1	0.6	2.1	1.2	3.9	-0.6	-0.5	-2.9	0.9	1.6	-75.0
CCNC(=O)N(CC)C[C@H]1N[C@@](Cc2ccccc2)(C(=O)OC)[C@H]2C(=O)N(Cc3ccccc3)C(=O)[C@@H]12
 : -0.8	1.0	-2.3	-5.2	-1.3	-1.0	0.5	1.5	0.0	0.0	-1.6
Cc1c(C)c2c(OCC(=O)NC3CC3)cc3c(c2oc1=O)CCC(C)(C)O3
 : 2.5	1.9	-3.4	-0.4	-1.7	-1.5	-1.1	9.3	-8.7	-1.0	2.7
O=C(c1c[nH]c(C(=O)C(Cl)(Cl)Cl)c1)c1ccccc1F
 : -0.3	1.8	0.0	-1.0	0.9	-0.2	-0.5	5.3	0.1	-0.7	-21.2
CCN(CC)S(=O)(=O)c1ccc(-c2nnc(SCC(=O)Nc3nc(C)cs3)o2)cc1
 : -2.1	-1.6	2.9	-1.8	-1.7	-1.2	0.1	0.0	0.2	-0.9	0.0
CCCn1nc(C(=O)OCC(=O)Nc2cccc(S(N)(=O)=O)c2)c2ccccc2c1=O
 : -1.9	-0.2	6.2	2.3	-3.2	-0.5	-0.3	-4.8	0.4	0.8	-0.1
COc1cccc(NC(=O)CCNS(=O)(=O)c2cccc3nsnc23)c1
 : -1.1	-2.1	1.7	1.9	-2.7	0.0	-0.1	2.9	-0.4	-0.1	-0.5
CCOC(=O)c1cn2cccnc2n1
 : 0.3	1.1	-1.0	1.9	-3.4	-1.1	0.2	0.0	6.6	0.0	1.5
Cc1cc(C(=O)OCC(=O)c2c(N)n(C)c(=O)n(C)c2=O)c(C)o1
 : -1.1	0.5	1.1	-2.1	1.3	-0.7	0.4	-4.3	-0.3	-0.4	3.6
O=C(Cc1n[nH]c(=O)c2ccccc12)N1CCN(c2ccc(F)cc2)CC1
 : -1.1	1.9	-1.9	1.2	2.3	-1.1	1.4	-0.5	0.6	-0.9	1.4
COc1cc2c(cc1OC)-c1cc(NC3CCCCCCC3)nc(=O)n1CC2
 : -3.8	-1.4	6.7	8.1*	4.0	-1.1	-0.2	17.7	1.5	0.1	-0.7
CCCN1CCN(C(=O)CN2C(=O)CC(C)(C)S(=O)(=O)c3ccccc32)CC1
 : -1.5	2.1	4.5	-0.2	-3.8	-1.0	0.5	1.1	-0.4	-0.5	5.7
COc1ccc(N2CCN(C3CCCN(C(=O)CN4CCCCC4=O)C3)CC2)cc1 (configuration not stated)
 : -2.2	0.8	-3.8	0.8	1.9	-1.0	-0.2	7.4	-0.8	0.5	5.3
CCOC(=O)C1=C(c2ccccc2)Nc2ncnn2C1c1cccc(OC)c1OC (configuration not stated)
 : -0.9	-2.7	-6.1	-0.5	0.0	-1.5	0.3	-4.1	0.0	-0.9	4.2
CS(=O)(=O)N(CC(=O)Nc1cccnc1)c1ccc2c(c1)OCO2
 : -0.8	1.1	1.6	-0.3	-2.2	-1.8	0.5	2.7	-0.1	-0.5	2.9
CCOc1cccc(OCCOCCN(C)C)c1
 : 1.0	-0.7	-6.7	1.1	-1.0	-1.3	0.5	-0.8	-0.1	-0.5	-2.5

Part of the list above in order of length of the SMILES, high to low.
The line under a structure holds: hcDAF-12 act	hgDAF12 agonist	GC-B act	GAA850 FXN act	SMARCA2 activ	ssDAF12 agonist	DAX1 inh-1	GC-A act	proKLK7 act	DAX1 inh-2	sPLA2-III inh
CCCN1CCN(C(=O)CN2C(=O)CC(C)(C)S(=O)(=O)c3ccccc32)CC1
 : -1.5	2.1	4.5	-0.2	-3.8	-1.0	0.5	1.1	-0.4	-0.5	5.7
Cc1c(C)c2c(OCC(=O)NC3CC3)cc3c(c2oc1=O)CCC(C)(C)O3
 : 2.5	1.9	-3.4	-0.4	-1.7	-1.5	-1.1	9.3	-8.7	-1.0	2.7
O=C(Cc1n[nH]c(=O)c2ccccc12)N1CCN(c2ccc(F)cc2)CC1
 : -1.1	1.9	-1.9	1.2	2.3	-1.1	1.4	-0.5	0.6	-0.9	1.4
CCOC(=O)C1=C(c2ccccc2)Nc2ncnn2C1c1cccc(OC)c1OC (configuration not stated)
 : -0.9	-2.7	-6.1	-0.5	0.0	-1.5	0.3	-4.1	0.0	-0.9	4.2
COc1cccc(NC(=O)CCNS(=O)(=O)c2cccc3nsnc23)c1
 : -1.1	-2.1	1.7	1.9	-2.7	0.0	-0.1	2.9	-0.4	-0.1	-0.5
CCN(CC)CCNC(=O)CCn1nc(-c2ccc(Cl)cc2)ccc1=O
 : -0.1	0.9	4.9	1.7	-0.1	-1.6	0.1	-5.0	-0.1	-0.1	-2.5
CCC(C)NC(=O)C(CCSC)NC(=O)c1ccccc1 (configuration not stated)
 : 0.6	1.0	-0.8	-0.3	0.0	-1.2	0.3	0.8	0.3	0.7	5.0

New compounds follow:
The line under a structure holds: hcDAF-12 act	hgDAF12 agonist	GC-B act	GAA850 FXN act	SMARCA2 activ	ssDAF12 agonist	DAX1 inh-1	GC-A act	proKLK7 act	DAX1 inh-2	sPLA2-III inh
Cc1ccc(NC(=O)C(C)N2CCN(C)CC2)cc1S(=O)(=O)N1CCOCC1 (configuration not stated)
 : -1.0	0.0	4.5	0.1	-3.8	-0.9	1.9	-1.4	0.0	0.0	8.4
Cc1cc(C)cc(C(=O)NC(CC(N)=O)c2ccc(N3CCC(Br)CC3)c([N+](=O)[O-])c2)c1 (configuration not stated)
 : -0.9	-1.3	5.5	-1.0	-0.3	-0.8	-0.3	1.5	-0.2	1.4	6.0
O/N=C/c1ccccc1OCc1ccccc1Cl
 : -1.9	-1.2	0.7	1.8	-3.2	-1.1	-0.7	-0.4	-0.3	0.5	-7.2
COc1cc2nc(CN(C)Cc3ccc(Cl)cc3)[nH]c(=O)c2cc1OC
 : 1.7	1.7	-6.7	2.2	0.2	-0.9	0.0	0.2	-0.1	1.9	8.8
OC1(C#CCN2CCCC2)CCCCC1
 : 0.3	-0.7	-1.8	0.8	1.2	-0.5	0.5	2.2	0.4	0.6	-2.4
CCOC(=O)CC(=O)CSc1ncnc2c1nnn2-c1ccc(OC)cc1
 : -1.1	-0.1	-1.9	0.4	3.0	-1.5	0.0	-2.0	0.0	0.1	-19.4
Cc1ccccc1N1CCN(C2CCCN(C(=O)CCN3CCCCO3)C2)CC1 (configuration not stated)
 : -1.1	2.9	4.1	2.6	1.8	-1.2	-1.2	6.0	0.1	-0.7	2.4
Cc1ccc(CN2CC(C(=O)Nc3ccc(S(=O)(=O)N4CCCCC4)cc3)CC2=O)cc1 (configuration not stated)
 : -3.3	-0.5	-4.7	0.8	-3.6	-0.6	0.1	0.7	0.5	0.1	-54.3
Cc1c(Cl)cccc1NC(=O)C1NC(=O)CC1c1ccccc1 (configuration not stated)
 : -1.1	-1.0	-7.2	-0.2	0.5	-1.7	-1.3	-5.0	0.3	-1.0	-1.3
CCCCN1CC(N2CCN(C)CC2)CS1(=O)=O (configuration not stated)
 : -1.1	-0.7	-1.0	.	-1.7	-1.1	0.1	-1.6	-0.4	.	-2.0
CCc1ccc(N2CC(C(=O)NCc3ccc4c(c3)OCO4)CC2=O)cc1 (configuration not stated)
 : -1.4	-0.5	-1.3	2.4	-0.5	-0.9	0.8	3.0	-0.1	-0.5	1.3
CC(CO)N1CCS(=O)(=O)CC1 (configuration not stated)
 : 0.8	0.4	-1.3	-1.1	0.2	-0.8	-0.1	-0.4	-0.1	0.0	4.1
CC(C)N(CCNC(=O)c1ccc(OCC2CCCO2)cc1)C(C)C (configuration not stated)
 : -1.6	-1.6	6.2	-1.6	-3.1	-1.0	0.5	2.1	0.2	1.7	0.4
CC(=O)Nc1cccc2c1C(=O)N(c1ccc(OC(C)=O)cc1)C2=O
 : 0.0	2.1	1.0	0.2	-3.5	-0.9	-0.1	-2.7	-2.3	-0.4	2.1
COc1ccc(C2SCC(=O)N2CCCN(C)C)cc1 (configuration not stated)
 : -0.1	1.4	-3.8	0.1	-0.7	-1.3	1.2	-0.5	-0.7	-0.2	0.4
O=C(COC(=O)c1ccc(F)cc1F)Nc1cccc(S(=O)(=O)N2CCOCC2)c1
 : -2.2	1.6	-0.1	0.2	-2.0	-0.8	3.6*	-1.0	0.7	-1.1	-7.3
O=C(O)c1cccc(N2C(=O)c3ccc(C(=O)c4cccc([N+](=O)[O-])c4)cc3C2=O)c1
 : -0.4	2.8	0.6	-0.9	-0.2	5.8*	0.2	1.5	-0.2	0.4	-2.4
O=c1cc(O)c2c(=O)[nH]c(=O)n(-c3ccccc3)c2[nH]1
 : -2.0	1.2	2.8	-1.3	0.4	-0.5	-0.6	1.9	0.5	0.9	1.4
O=C(COC(=O)c1ccccn1)Nc1nccs1
 : -1.7	0.8	-1.9	-1.3	-2.1	-1.1	-0.2	-1.4	-0.6	-1.1	4.4
COc1ccc(OCC(O)COc2ccc(C(=O)O)cc2)cc1 (configuration not stated)
 : -2.1	-0.8	-3.4	-1.6	-0.5	-1.2	0.3	-1.1	0.3	0.4	2.8

(cont.)
The line under a structure holds: hcDAF-12 act	hgDAF12 agonist	GC-B act	GAA850 FXN act	SMARCA2 activ	ssDAF12 agonist	DAX1 inh-1	GC-A act	proKLK7 act	DAX1 inh-2	sPLA2-III inh
Cc1ccc(NS(=O)(=O)c2ccc(C(=O)NCc3ccc(S(N)(=O)=O)cc3)cc2)cc1
 : 0.8	0.6	1.5	3.0	0.6	-0.9	0.0	-1.7	0.1	-0.9	-29.7
COc1ccccc1CNC(=O)CN1C(=O)NC2(CCCc3ccccc32)C1=O (configuration not stated)
 : 2.8	1.7	0.9	0.4	3.0	-1.3	-1.7	2.8	-0.1	-0.2	-0.9
CN1CCN(NC(=O)c2ccc(Br)s2)CC1
 : -1.2	-1.1	-3.0	-0.3	-1.5	-0.9	0.3	0.6	0.2	-0.9	8.6
COc1cc(/C=N/NC(=O)c2cc(C)oc2C)cc(OC)c1OC
 : -0.3	5.1	2.2	-1.1	-1.9	-1.9	0.0	3.8	0.4	-0.4	0.2
